Source: PubChem BioAssay
IL1B NFkB pot: enhances IL-1B driven NFkB nuclear translocation | activation, % at 2 µM | hit rate 0.3% among 94,000 | HUVEC IL-1B NFkB p65 nuclear translocation imaging | AID 819;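 active means activation above 40%, about the mean plus 3 SD, also judged a hit on visual image review; inconclusive means activation above 40% but not a hit on visual review; inactive means activation not above 40% and no visual hit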;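 further: percent activation is computed from the nuclear over cytoplasmic p65 intensity ratio; values of inactives mirror those of a sister screen read the other way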
PLAP inhibition: PLAP enzyme inhibitors, biochemical, luminescence, HTS (AID 690); purified PLAP, luminescent substrate; higher % means a stronger effect; inhibition, % at 20 µM, or IC50 in µM where a hit was titrated; hit rate 0.08% among 96,000; in the data active means a potency from the dose series; inactive means the rest, 99 in 100 with inhibition below about 30%; further: strong numbers were not always called active
Bcl-B TR3 displacers: displacers of TR3 peptide from Bcl-B, primary screen, selectivity assay for Bfl-1 inhibitor project, biochemical, fluorescence polarization. FP displacement of FITC-TR3 peptide from Bcl-B; higher % means a stronger effect. one-dose displacement, % at 20 µM; IC50 in µM for titrated hits. hit rate 0.11% among 96,000;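 active means displacement above 50% at 20 µM plus a fluorescence interference ratio under 1.5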;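 further: plate controls were wells without compound for no effect and wells lacking Bcl-B protein for full effect; a part of the inactive calls stands beside numbers as strong as those of hits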
NFkB transloc inh: blocks IL-1B driven NFkB nuclear translocation in HUVEC cells | AID 796 | hit rate 0.43% among 94,000 | inhibition, % at 2 µM | HUVEC IL-1B NFkB p65 nuclear translocation imaging;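 active means inhibition above about 30% together with a positive call from visual inspection of the well image, limit read from the data; inconclusive means inhibition above a set limit but visual check negative; inactive means inhibition not above a set limit, visual check negative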;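 further: nuclear over cytoplasmic p65 intensity ratio measured by imaging; 0% = IL-1B stimulated DMSO wells and 100% = unstimulated DMSO wells; values of inactives mirror those of a sister screen read the other way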
MRP reversal: MRP-mediated drug resistance reversal; differential viability (reversal), % at 10 µM; hit rate 0.04% among 85,000; AID 602; H69AR cells + 2 uM doxorubicin, CellTiter-Glo, 72 h;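 active means viability drop by adding the cancer drug above about 55%, with treated viability meeting a 40% cutoff, limit read from the data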;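 further: viability without doxorubicin minus viability with 2 µM doxorubicin for each compound; larger differential means the compound sensitizes cells more to doxorubicin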
MRP reversal cytotoxicity: second read-out of MRP reversal, no call of its own (marks repeat the call); viability, %; H69AR cells, CellTiter-Glo, 72 h; measured here: cytotoxicity without doxorubicin
MRP reversal with doxorubicin: recorded beside MRP reversal, whose call it bears; viability, %; measured here: viability with 2 uM doxorubicin; active compounds read low
NFkB transloc inh cell count 2 µM: second read-out of NFkB transloc inh, no call of its own (marks repeat the call); cell count; measured here: cells passing quality filter;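 raw number of nuclei counted in each imaged well without normalization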
IL1B NFkB pot cell count 2 µM: recorded beside IL1B NFkB pot, whose call it bears; cell count; measured here: cells passing quality filter
* = called active by the depositor; ? = inconclusive; . = no result given.

SMILES	IL1B NFkB pot	IL1B NFkB pot cell count 2 µM	PLAP inhibition	Bcl-B TR3 displacers	NFkB transloc inh	NFkB transloc inh cell count 2 µM	MRP reversal	MRP reversal cytotoxicity	MRP reversal with doxorubicin
C=C(C)Cn1c(C2CC(=O)N(Cc3ccccc3)C2)nc2ccccc21 (centres undefined)	.	.	-19%	-5%	.	.	6	87	81
Cc1sc2nc(SCC(=O)NCCOCCO)n(C)c(=O)c2c1C	.	.	-46%	-17%	.	.	-19	66	85
COC(=O)CCCC[C@H]1SC[C@H]2NC(=O)N[C@]21O	5	79	-46%	10%	-2	79	-5	80	85
COc1ccccc1C(C)NC(=O)c1ccc(C)o1 (centres undefined)	10	161	9%	6%	-10	161	-26	26	52
COc1cc(NC(=O)CSCc2cnn(-c3ccccc3)c2-n2cccc2)cc(OC)c1	2	145	.	.	-2	145	-18	68	86
Cc1ccc(S(=O)(=O)N2CCC(C(=O)NCCN3CCCCCC3)CC2)cc1	37	141	-108%	37%	-37	141	12	89	77
CC(/C=N/NC(=O)C(O)c1ccccc1)=C\c1ccccc1 (centres undefined)	1	127	26%	0%	-1	127	.	.	.
CCN(CC)CCn1cnc2c([nH]c3cccc(OC)c32)c1=O	13	130	-16%	2%	-13	130	.	.	.
Cc1ccc(NS(=O)(=O)c2ccc(CCC(=O)N3CCOCC3)cc2)cc1	-3	91	-19%	-6%	3	91	10	91	81
O=S(=O)(c1cccc2cccnc12)n1cnc2ccccc21	1	150	23%	-6%	-1	150	.	.	.
CCn1c(SCC(=O)Nc2ccc(S(N)(=O)=O)cc2)nnc1-c1ccccc1OC	-6	146	8%	-8%	6	146	-8	76	84
COC(=O)COc1cccc(NC(=O)c2ccc(C)cc2)c1	-4	135	7%	-9%	4	135	1	100	99
CCOC(=O)c1sc(N)c(C#N)c1CSc1nc2ccc(OCC)cc2[nH]1	.	.	-22%	-62%	.	.	-5	71	76
CC(=O)Nc1nn(C)c2nc3cc(C)ccc3cc12	-2	103	-11%	-4%	2	103	3	84	81
CCc1c(C)c2ccc(OCC(=O)OC)cc2oc1=O	6	149	0%	-1%	-6	149	-11	89	100
CN(C)C(=O)CSc1nnc(-c2cccnc2)n1-c1ccccc1	-1	180	4%	2%	2	180	0	97	97
O=C1C(Cc2ccccc2)NC(=S)N1c1ccccc1 (centres undefined)	2	112	7%	-8%	-2	112	.	.	.
CCOCCCNC(=O)C1CCN(S(=O)(=O)N2CC(C)CC(C)C2)CC1 (centres undefined)	9	52	-7%	4%	-7	52	.	.	.
Cc1ccc(S(=O)(=O)N2CCN(S(=O)(=O)N(C)C)CC2)c(C)c1	7	57	4%	-9%	-7	57	13	87	74
CCN1C(=O)/C(=C2/C=CC=CN2C)SC1=S	-16	122	30%	-6%	16	122	8	108	100
O=C(CSc1n[nH]c(-c2cccs2)n1)N1CCN(S(=O)(=O)c2ccccc2)CC1	4	135	-6%	-12%	-4	135	-10	76	86
Cc1ccc(OCC(=O)NC2=NCCS2)cc1	5	188	4%	-8%	-5	188	-7	93	100
CCOC(=O)CC1C(=O)NCCN1S(=O)(=O)c1ccc(Cl)c(Cl)c1 (centres undefined)	-8	114	-8%	4%	8	114	.	.	.
Oc1ccc(COCc2ccccc2)c2cccnc12	6	145	36%	4%	-6	145	-1	2	3
COC(=O)c1[nH]c(=O)c2ccccc2c1OCc1ccccc1	1	178	2%	-4%	-1	178	-4	87	91
Next records follow.
SMILES	IL1B NFkB pot	IL1B NFkB pot cell count 2 µM	PLAP inhibition	Bcl-B TR3 displacers	NFkB transloc inh	NFkB transloc inh cell count 2 µM	MRP reversal	MRP reversal cytotoxicity	MRP reversal with doxorubicin
O=C(COc1ccc(F)cc1)OCCN1CCOCC1	33	172	13%	-1%	-33	172	21	91	70
COc1ccc(CCNC(=O)c2c[nH]c3ccccc3c2=O)cc1OC	.	.	-4%	-2%	.	.	-9	71	79
CC(C)(C)c1ccc(C(=O)Nc2ccccc2NC(=O)c2ccco2)cc1	1	128	.	.	-1	128	-12	86	98
O=C(Cn1nnc2ccccc21)NC1CCCCC1	-2	105	16%	4%	2	105	11	104	93
Cc1ccc(-c2nc(-c3ccccn3)no2)cc1	-15	84	5%	-4%	15	84	.	.	.
COC(=O)c1c(NC(=O)CN2CCN(C(=O)c3ccco3)CC2)c2c(C)cccc2n1C	2	117	-42%	-4%	-2	117	5	86	81
COC(=O)c1nnc(-c2ccccc2)c(-c2ccccc2)n1	-2	104	-23%	6%	2	104	-2	99	101
CC(C)CCNC(=O)CN(CCCN1CCOCC1)C(=O)Cn1nnc(-c2ccc(F)cc2)n1	-8	108	-53%	-3%	8	108	20	102	82
Cc1ccc(-c2cc(C(F)(F)F)nc(SCC(=O)c3cccc([N+](=O)[O-])c3)n2)cc1	7	59	-10%	1%	-7	59	.	.	.
CN(C)c1ccc(NC(=O)Oc2ccccc2)cc1	11	148	26%	2%	-11	148	-22	52	74
O=C(NCCC1=CCCCC1)C1CCN(S(=O)(=O)c2cccc3nsnc23)CC1	-2	168	.	.	2	168	4	77	73
CCCOP(=O)(OCCC)c1c([N+](=O)[O-])cc(C(F)(F)F)cc1[N+](=O)[O-]	12	183	-2%	-2%	-12	183	-4	39	43
COc1ccc(Nc2ncc(C(=O)N3CCN(c4ccc(F)cc4)CC3)c3ccccc23)cc1	-2	134	-31%	-5%	2	134	4	78	74
Cc1ccc2c(c1)N(CC(=O)Nc1ccc3c(c1)OCCO3)C(=O)CO2	-99	14	-4%	-5%	99*	14*	11	95	85
COc1ccc2c(c1)-c1nc(NC(=O)c3cccs3)sc1CC2	17	177	6%	3%	-17	177	.	.	.
O=C(Nc1ccccc1NC(=O)c1c(F)c(F)c(F)c(F)c1F)c1c(F)c(F)c(F)c(F)c1F	-5	111	10%	-8%	5	111	46	101	55
Cc1ccc(-c2cc(C(F)F)nc(NCC3CCCO3)n2)cc1 (centres undefined)	3	147	.	.	-3	147	1	89	88
COc1ccc2nc(-c3ccc(N)cc3)[nH]c2c1	0	121	.	.	0	121	0	69	69
NNC(=O)CNC(c1ccccc1)c1cc(Br)ccc1NC(=O)c1ccccc1Br (centres undefined)	3	169	-70%	-9%	-3	169	.	.	.
O=C(NCCc1ccccc1)N1c2ccccc2Sc2ccccc21	-5	107	-6%	-6%	5	107	.	.	.
CCOC(=O)/C(C#N)=C(/C)c1ccc(OC)cc1	-6	85	2%	0%	6	85	16	100	83
c1ccc(-c2cnc(CSc3ncnc4sccc34)o2)cc1	7	107	.	.	-7	107	-11	75	85
O=C(COc1ccccc1)N1CCN(C(=O)c2ccco2)CC1	2	95	-49%	0%	-2	95	3	98	95
Cc1cc(NC(=O)CSc2nnnn2C)n(-c2ccccc2)n1	11	185	18%	-4%	-10	185	7	98	91
O=C(OC(C(=O)O)C(OC(=O)c1ccccc1)C(=O)NCc1ccccc1)c1ccccc1 (centres undefined)	6	203	-21%	9%	-6	203	.	.	.

A draw from above in order of count of non-hydrogen atoms, largest number first.
SMILES	IL1B NFkB pot	IL1B NFkB pot cell count 2 µM	PLAP inhibition	Bcl-B TR3 displacers	NFkB transloc inh	NFkB transloc inh cell count 2 µM	MRP reversal	MRP reversal cytotoxicity	MRP reversal with doxorubicin
CCCOP(=O)(OCCC)c1c([N+](=O)[O-])cc(C(F)(F)F)cc1[N+](=O)[O-]	12	183	-2%	-2%	-12	183	-4	39	43
O=C(COc1ccccc1)N1CCN(C(=O)c2ccco2)CC1	2	95	-49%	0%	-2	95	3	98	95
O=C(COc1ccc(F)cc1)OCCN1CCOCC1	33	172	13%	-1%	-33	172	21	91	70
COc1ccc2nc(-c3ccc(N)cc3)[nH]c2c1	0	121	.	.	0	121	0	69	69

The listing picks up; the 3 compounds before the break are reprinted first.
SMILES	IL1B NFkB pot	IL1B NFkB pot cell count 2 µM	PLAP inhibition	Bcl-B TR3 displacers	NFkB transloc inh	NFkB transloc inh cell count 2 µM	MRP reversal	MRP reversal cytotoxicity	MRP reversal with doxorubicin
O=C(COc1ccccc1)N1CCN(C(=O)c2ccco2)CC1	2	95	-49%	0%	-2	95	3	98	95
Cc1cc(NC(=O)CSc2nnnn2C)n(-c2ccccc2)n1	11	185	18%	-4%	-10	185	7	98	91
O=C(OC(C(=O)O)C(OC(=O)c1ccccc1)C(=O)NCc1ccccc1)c1ccccc1 (centres undefined)	6	203	-21%	9%	-6	203	.	.	.
CCOC(=O)C1=C(C)N(C)C(=O)NC1c1cc2c(cc1Br)OCO2 (centres undefined)	-8	86	8%	6%	8	86	-7	94	101
COc1cc(C2C(C#N)=C(N)Oc3cc(O)ccc32)cc(OC)c1OC (centres undefined)	-6	144	15%	-10%	6	144	-16	27	44
CC(C)CNC(=O)C1CCN(c2ccc(S(=O)(=O)N3CCOCC3)cc2)CC1	-11	145	-27%	3%	11	145	-12	67	78
COc1ccc(-c2nnc(SCC(=O)Nc3ccccc3OC)o2)cc1	2	134	.	.	-2	134	6	82	76
CC1=C(C(N)=O)C(c2sccc2C)n2nnnc2N1 (centres undefined)	-11	55	18%	-7%	11	55	6	93	87
Cc1ccc2c(c1)c(=O)c1c3n2CCN(C(=O)CCl)C3CC1 (centres undefined)	3	64	-56%	11µM*	-3	64	1	2	1
N#C/C(=N\Nc1ccccc1)C(=N)N1CCCCC1	11	193	36%	3%	-11	193	9	97	88
Cc1nc(NC(=O)c2ccccc2)sc1-c1csc(Nc2cccc(Cl)c2)n1	6	141	14%	4%	-6	141	.	.	.
CCOc1cc(C)nc(Oc2ccc(=O)[nH]n2)n1	-8	128	2%	0%	8	128	-15	77	92
CCOC(=O)c1sc(NC(=O)CSc2nnc(-c3ccco3)n2CC)c(C(=O)OCC)c1C	0	127	-40%	-31%	0	127	29	53	24
CCn1c(Cc2ccccc2)nnc1SCC(=O)Nc1nc(C)cs1	-27	105	.	.	27	105	4	73	69
O=C(Nc1ccc(-c2nc3ccccc3o2)cc1)c1ccc2c(c1)OCO2	13	185	-2%	-8%	-13	185	-21	42	62
CCOc1ccc(-c2noc(CCC(=O)NC)n2)cc1OCC	.	.	-9%	9%	.	.	-2	92	94
Cc1cc(C)nc(SCc2nnc(SCc3ccccc3Cl)o2)n1	15	150	-45%	-8%	-15	150	14	88	75
O=C(CSc1nc2ccccc2[nH]1)Nc1cc(C(F)(F)F)ccc1N1CCOCC1	0	180	-25%	0%	0	180	-34	31	66
CCOc1cc(CNn2nnnc2N)ccc1OCC(=O)NC(C)(C)C	5	156	.	.	-4	156	-5	93	98
O=C1c2cnc3nc(SCc4ccccc4)nn3c2CC2c3ccccc3CCN12 (centres undefined)	.	.	-3%	-11%	.	.	.	.	.
Cn1c(Cn2cnc(Cl)c2Cl)nc2ccccc21	24	146	10%	0%	-24	146	26	113	87
Cc1cc(C)n(-c2ccc(C(=O)Nc3ccccn3)cc2)n1	-2	93	14%	4%	2	93	3	80	77
O=C(Nc1sccc1C(=O)NCc1ccco1)c1cccnc1	-9	128	-41%	-9%	9	128	0	67	68
O=C1OC(N2CCN(Cc3ccccc3)CC2)c2ccccc21 (centres undefined)	15	138	.	.	-15	138	12	91	79
Cc1cc(C)nc(Sc2nc(Cl)nc(N(c3ccccc3)c3ccccc3)n2)n1	?	.	-79%	2%	-44	165	.	.	.
Cc1sc2ncnc(NCC(C)(C)N3CCOCC3)c2c1C	-15	46	-9%	-4%	15	46	-16	62	78
Cc1c(C#N)c(NC(=O)c2cccc(Cl)c2)n(Cc2ccccc2)c1C	-1	134	-1%	2%	1	134	.	.	.
O=C1c2ccccc2-c2c1nc1c([n+]2[O-])CCCC1	35	132	8%	-8%	-35	132	11	75	64
CC(=O)N(C)c1ccc(NC(=O)c2ccco2)cc1	9	134	-3%	-5%	-9	134	-12	81	92
CC1C(=O)CCN(C(C)(C)C)C1C (centres undefined)	8	141	-1%	14%	-8	141	-1	99	100
CCOC(=O)CCn1nc(-c2ccc(Cl)cc2)cc1N	17	191	24%	-10%	-17	191	-9	98	107
Oc1ccc2[nH]ccc2c1	.	.	-8%	8%	.	.	1	87	86
CC(CN(C(N)=O)c1ccccc1O)C(=O)O (centres undefined)	2	171	11%	-12%	-2	171	.	.	.

These rows are one share of the data, so the mix of outcomes need not match the whole.
